Growth percent in the NCI-60 one-dose screen (48 h, 10 µM unless noted): 100 = growth as untreated, 0 = no growth, -100 = all killed.
786-0 – 786-0 renal cancer cells | hit rate 5.1% among 81,000 | AID 1794775
TK-10 – TK-10 renal cancer cells | hit rate 3.9% among 81,000 | AID 1794769
CAKI-1 – CAKI-1 renal cancer; hit rate 4.7% among 75,000; AID 1794772
RXF 393 – RXF 393 renal cancer cells; AID 1794773; hit rate 6.9% among 77,000
UO-31 – UO-31 renal cancer | hit rate 5.2% among 81,000
SN12C – SN12C renal cancer cells. AID 1794767. hit rate 3.8% among 81,000
ACHN – ACHN renal cancer; hit rate 4.9% among 81,000; AID 1794771
A498 – A498 renal cancer cells | hit rate 5.4% among 76,000 | AID 1794774
Numbers without * were called inactive; . = no result given; & = joins results of further samples. The calls were made as follows: active = growth percent below 10; inactive = the rest.

item | compound | 786-0 | TK-10 | CAKI-1 | RXF 393 | UO-31 | SN12C | ACHN | A498
1 | O=C(c1ccc(O)cc1)C1[C@H](c2ccccc2Br)[C@@H](c2ccccc2)NC12C(=O)Nc1ccc(Cl)cc12 (some centres not stated) | 2.9* | 7.9* | 8.2* | -19* | 14 | -46* | 2.5* | 9.1*
2 | Cn1c2ncnc-2c(O)n(C)c1=O | 113 | 112 | 84 | 110 | 91 | 97 | 106 | 100
3 | COc1ccc2cc([C@H](C)C(=O)N/N=C/c3ccc(C)cc3)ccc2c1 | 96 | 95 | 83 | 91 | 81 | 94 | 101 | 111
4 | c1ccc(CN2CCCNCC2)cc1 | 96 | 96 | 97 | 96 | 91 | 104 | 105 | 99
5 | CC(=O)C1=CC[C@H]2[C@@H]3CCC4=CC(=O)CC[C@]4(C)[C@H]3CC[C@]12C | 102 | 93 | 100 | 99 | 108 | 98 | 101 | .
6 | O=C(Nc1ccc(OCc2nnc(-c3ccc(Cl)cc3)o2)c(F)c1)Nc1ccc(Cl)c(Cl)c1 | 90 | 77 | . | 51 | 56 | 91 | 3.4* | 68
7 | Cc1ccc(C)c(O)c1C | 109 | 111 | . | 120 | 83 | 100 | 108 | 97
8 | COc1cc(C2CC(=O)Nc3c(-c4ccc(Cl)cc4)nsc32)cc2c1OCO2 (configuration not stated) | 76 | 80 | 45 | 69 | 52 | 98 | 83 | 78
9 | N[C@@H]1CCN(C(=O)c2cc3cc(Cl)c(F)c(F)c3[nH]2)C1 | 87 | 101 | 68 | 87 | 63 | 91 | 91 | .
10 | COc1cc(C2CC(c3ccc(Nc4nc(NCCO)nc(N5CCOCC5)n4)cc3)=Nc3c(N)nc(N)nc3N2)cc(OC)c1OC (configuration not stated) | 109 | 110 | 101 | 112 | 95 | 98 | 94 | 99
11 | Cc1ccc(C(=O)Nc2ccc(N3CCOCC3)cc2)cc1Nc1ncnc2nc[nH]c12 | 100 | 114 | . | 98 | 87 | 96 | 93 | 96
12 | COc1ccc(N=N/N=c2\sc3cc(OC)ccc3n2C)cc1 | 105 | 106 | 97 | 105 | 83 | 89 | 97 | 97
13 | CCOC(=O)NCc1cccs1 | 101 | 101 | . | 111 | 89 | 104 | 104 | 97
14 | C[C@]12CC[C@@H]3c4cc(OC(F)F)c(OS(N)(=O)=O)cc4CC[C@H]3[C@@H]1CC[C@@H]2OS(N)(=O)=O | 67 | 100 | 39 | 42 | 43 | 42 | 41 | 95
15 | CNC(=S)c1ccc(-c2cnc3ncc(Cc4ccc5ncccc5c4)n3n2)cc1F | 79 | 106 | 62 | 69 | 43 | 70 | 87 | 99
16 | O=C1c2cccc(S(=O)(=O)O)c2C(=O)c2cccc(Cl)c21 | 96 | 89 | . | 103 | 88 | 98 | 109 | 122
17 | CN1CCN(CCc2cc3c(cc2Cl)N(Cc2ccc(-c4ccccc4-c4nn[nH]n4)cc2)C(=O)C3)CC1 | 101 | 126 | 70 | 101 | 72 | 88 | 101 | 95
18 | N#CSC1=C(SC#N)C(=O)c2ccccc2C1=O | 104 | 131 | 99 | 134 | 86 | 106 | 84 | 114
19 | COc1ccc(Cn2cc3c(c2-c2ccccc2)CCc2cncnc2-3)cc1 | 57 | 109 | 36 | 55 | 55 | 63 | 77 | 46
20 | Cc1ccc(/C=N/Nc2nc(Nc3ccccc3)nc(Nc3ccc(S(N)(=O)=O)cc3)n2)cc1 | 47 | 95 | 61 | -2.6* | 68 | 83 | 61 | 55
21 | CCOC(=O)C1CN(Cc2ccccc2)CCC1=O (configuration not stated) | 108 | 103 | 96 | 107 | 87 | 111 | 97 | 108
22 | OCc1c(Cl)nc2sccn12 | 102 | 100 | 97 | . | . | 119 | 97 | 92
23 | O=COC/C=C/c1ccccc1 | 99 | 111 | 89 | 105 | 97 | 103 | 96 | 102
24 | Cc1cccc(C2CC(c3ccccc3Cl)=NN2c2ccc(-c3ccccc3)nn2)c1 (configuration not stated) | 89 | 109 | 60 | 93 | 53 | 93 | 95 | 85
25 | CCC(C)(C(C#N)C(N)=O)C(C#N)C(N)=O (configuration not stated) | 100 | 107 | 96 | 99 | 111 | 101 | 104 | 99
26 | COc1ccc(/C=C/c2nc(N3CCOCC3)c3cc(Cl)c(Cl)cc3n2)cc1OC | 88 | 73 | 83 | 95 | 84 | 97 | 94 | 87
27 | Cn1nc(C(C)(C)C)cc1NC(=O)Cc1ccc(Nc2cc(Nc3ccc(S(C)(=O)=O)cc3)ncn2)cc1 | 107 | 124 | 102 | 115 | 98 | 104 | 94 | 114
28 | COc1ccc(CN2C(=O)CSC2c2ccc3c(c2)OCO3)cc1OC (configuration not stated) | 79 | 93 | 72 | 123 | 81 | 90 | 87 | 88
29 | CC(=O)Nc1ccccc1-c1ccccc1 | 89 | 102 | 99 | . | 98 | 96 | 76 | 121
30 | O=C1N=C(c2c(-c3[nH]c(=O)c4ccccc4c3O)c(O)c3ccccc3c2O)C(=O)c2ccccc21 | 106 | 129 | 94 | 101 | 83 | 90 | 93 | .

item | compound | 786-0 | TK-10 | CAKI-1 | RXF 393 | UO-31 | SN12C | ACHN | A498
31 | CCCCNC(=O)NS(=O)(=O)c1ccc(N2N=C(c3ccc(Oc4ccccc4)cc3)CCC2=O)cc1 | 113 | 105 | 98 | 102 | 84 | 111 | 103 | 57
32 | Cc1cc(C)c2c(N)nn(C(=O)c3ccc(Cl)cc3)c2n1 | 102 | 104 | 103 | 96 | . | 95 | 102 | 90
33 | N#Cc1c(NC(=O)c2ccccc2C(F)(F)F)sc2c1CCC(=O)C2 | 29 | 35 | -11* | -24* | -25* | 14 | -33* | 82
34 | O=C(O)/C=C\C(=O)Nc1ccccc1Cl | 99 | 108 | 78 | 90 | 84 | 98 | 94 | 107
35 | COc1cc(NCCCCCN=C(N)NC(N)=NC(C)C)c2ncccc2c1 | 92 | 67 | 100 | 131 | 77 | 26 | 105 | 110
36 | CNC(=O)c1cc(Oc2ccc3c(c2)sc2nc(-c4ccc(C(F)(F)F)cc4)cn23)ccn1 | 80 | 65 | 72 | 99 | 56 | 69 | 60 | 72
37 | COc1ccc(/C=C2/C(=O)/C(=C/c3ccc(OC)cc3)C3CCC2N3C)cc1 | 92 | 92 | 83 | 91 | 61 | 77 | 86 | 85
38 | Cc1nnc(-c2ccc3c(c2)nc(-c2ccccn2)n3C2CCCCC2)o1 | 94 | 97 | 98 | 98 | 90 | 106 | 99 | 106
39 | CS(=O)(=O)n1cc2c(n1)CN([C@H]1CO[C@H](c3cc(F)ccc3F)[C@@H](N)C1)C2 | 94 | 96 | 93 | 116 | 89 | 84 | 104 | 87
40 | COc1cc(/C=N/NC(=O)c2ccc(S(C)(=O)=O)cc2)ccc1O | 104 | 92 | 102 | 106 | 87 | 103 | 111 | 100
41 | NNc1ccc(-c2ccccc2)cc1 | 102 | 117 | 100 | 105 | 84 | 101 | 100 | .
42 | Oc1ccc(/C=N/Nc2c3ccccc3nc3ccccc23)cc1 | 86 | 90 | 91 | 102 | 81 | 95 | 96 | 80
43 | CC(=O)N1CCOC12CCN(Cc1ccccc1)CC2 | 120 | . | 101 | 135 | . | 99 | 108 | 101
44 | C#Cc1nc(C2=C(C)C(=N\O)/C(=N/O)C2)cs1 | -91* | 196 | 94 | 104 | -92* | 98 | 79 | .
45 | COc1cc2c(cc1OC)C(c1ccc(N=Cc3ccc(Cl)c(Cl)c3)cc1)N(C(=S)Nc1cc(Cl)ccc1Cl)CC2 (configuration not stated) | 89 | 108 | 100 | 84 | 64 | 94 | 93 | 82
46 | COc1ccc(C(=O)NNC(=O)c2cc(OC)c(OC)c(OC)c2)cc1O | 99 | 91 | 90 | 98 | 85 | 97 | 91 | 104
47 | COc1ccc(C2Nc3c(c(C(C)(C)C)nn3-c3ccccc3)C(=O)CS2)cc1 (configuration not stated) | 113 | 100 | 82 | 103 | 72 | 100 | 100 | 113
48 | CC[C@@H]1OC(=O)[C@H](C)[C@@H](O[C@H]2C[C@@](C)(OC)[C@@H](O)[C@H](C)O2)[C@H](C)[C@@H](O[C@@H]2O[C@H](C)C[C@H](N(C)C)[C@H]2O)[C@](C)(O)C[C@@H](C)[C@@H]2N[C@@H](COCCOC)O[C@H]([C@H]2C)[C@]1(C)O | 96 | 119 | 97 | 116 | 82 | 99 | 102 | 119
49 | Nc1nonc1-c1nc2ccccc2n1Cc1ccccn1 | 103 | 104 | 84 | 98 | 96 | 93 | 97 | 85
50 | C=CCN(/C=C1/C(=O)O[C@H](COC)[C@@]2(C)C1=C(O)C(=O)C1=C2[C@H](OC(C)=O)C[C@]2(C)C(=O)CC[C@@H]12)CC=C | 4.5* | 3.6* | 8.9* | -41* | 3.1* | 30 | 25 | -67*
51 | CS(=O)(=O)OCC1NC(=O)C(COS(C)(=O)=O)NC1=O (configuration not stated) | 99&98 | 138&130 | 91&97 | 100&83 | 94&92 | 111&108 | 86&94 | 154&104
52 | CC(C)OC(=O)CCCCCC1CCCCC1 | 106 | 101 | 114 | 106 | 90 | 97 | 125 | 90
53 | O=C(Nc1ccccc1C(F)(F)F)C1=NCCCCN1 | 99 | 99 | 97 | 97 | 86 | 98 | 103 | 97
54 | O=[N+]([O-])c1cccc(C2NC3=C(NNC(=S)O3)c3c2sc2c(F)cccc32)c1 (configuration not stated) | 114 | 167 | 76 | 101 | 63 | 98 | 90 | 94
55 | Cc1cc(O)c(C(C)C)cc1N=C1C=CC(=O)C=C1 | 105 | 149 | 91 | 118 | 63 | 99 | 101 | 103
56 | COc1nc2c(c(=O)[nH]1)C1(C(=O)N(C)c3ccccc31)c1c(nc(OC)[nH]c1=O)N2 | 101 | 101 | 101 | 103 | 98 | 100 | 99 | 106
57 | NS(=O)(=O)c1ccc(N=NN(CCO)CCO)cc1 | 110 | 102 | 99 | 107 | 91 | 94 | 100 | 99
58 | CCCCCCCCCCCCCCCCCCOc1ccc(CC(=O)OCC[N+](C)(C)C)cc1 | 93 | 94 | 90 | 90 | 101 | 94 | 100 | 119
59 | C/C(=N\N1C(=O)c2ccccc2NC1c1ccccc1[N+](=O)[O-])c1c(O)cc(C)oc1=O (configuration not stated) | 103 | 101 | 101 | 106 | 90 | 97 | 106 | .
60 | COc1cc(/C=C/C(=O)c2ccc(-n3cc(CN4CCN(c5cc6c(cc5F)c(=O)c(C(=O)O)cn6C5CC5)CC4)nn3)cc2)ccc1O | 54 | 85 | 53 | 71 | 53 | 38 | 78 | 71

item | compound | 786-0 | TK-10 | CAKI-1 | RXF 393 | UO-31 | SN12C | ACHN | A498
61 | O=C1/C(=C/C(Cl)=C/c2ccccc2)SC(=S)N1CCS(=O)(=O)O | 104 | 110 | 103 | 130 | 86 | 99 | 106 | 110
62 | Nc1cc(=O)[nH]c(=O)[nH]1 | 100 | 117 | 95 | 117 | 81 | 101 | 99 | 113
63 | O=C(Nc1ccccc1)c1cc2ccccc2cc1O | 91 | 139 | . | 138 | 65 | 91 | 100 | 93
64 | C=C1C(=O)O[C@H]2[C@H]1CC/C(CNC(=O)/C=C/c1ccc(Cl)cc1Cl)=C\CC[C@@]1(C)O[C@@H]21 | -77* | -89* | -31* | -85* | -90* | -43* | -80* | -3.5*
65 | COc1nc(N)c(CNCc2ccccc2)c(=O)n1C | 96 | 105 | 101 | 97 | 83 | 95 | 95 | 105
66 | COC(=O)CCC1=C(C)C(C)=N/C1=C\c1[nH]c(-c2ccc[nH]2)cc1OC | 10 | 16 | 12 | 23 | -67* | 14 | -7.3* | 4.3*
67 | Cc1cc(C)cc(C(=O)Nc2cccc(C#Cc3cccc4[nH]nc(N)c34)c2)c1 | 90 | 93 | 55 | -11* | 62 | 71 | 56 | .
68 | O=C1OC2Oc3ccccc3C(O)=C2C=C1c1ccc(F)cc1 (configuration not stated) | 107 | 128 | 92 | 124 | 112 | 112 | 106 | 122
69 | O=C(O)c1ccc(-n2cc(/C=N/Nc3ccc(F)cc3)c(-c3cc4ccccc4oc3=O)n2)cc1 | 75 | 113 | 69 | 113 | 40 | 101 | 41 | 109
70 | COc1ccc(C(=O)c2oc3nc(-c4cnccn4)cc(-c4cccs4)c3c2N)cc1 | 105 | 135 | 98 | 105 | 85 | 100 | 105 | .
71 | Cc1nc([P+](c2ccccc2)(c2ccccc2)c2ccccc2)co1 | 99 | 86 | 97 | 112 | 100 | 102 | 112 | 91
72 | Cc1c2c(cn1C)CCc1cnc(=O)[nH]c1-2 | 97 | 166 | 91 | 126 | 105 | 103 | 112 | 118
73 | O=C(O)c1cc(O)c(O)c(OC(=O)c2cc(O)c(O)c(O)c2CNc2ccc(S(=O)(=O)O)cc2)c1 | 114 | 106 | 105 | 115 | 79 | 91 | . | 106
74 | CCCCCCCCCCCCCC(=O)OCCCC | 104 | 97 | 107 | 108 | 92 | 105 | 102 | 115

Pulled by structure from above:
item | compound | 786-0 | TK-10 | CAKI-1 | RXF 393 | UO-31 | SN12C | ACHN | A498
72 | Cc1c2c(cn1C)CCc1cnc(=O)[nH]c1-2 | 97 | 166 | 91 | 126 | 105 | 103 | 112 | 118
66 | COC(=O)CCC1=C(C)C(C)=N/C1=C\c1[nH]c(-c2ccc[nH]2)cc1OC | 10 | 16 | 12 | 23 | -67* | 14 | -7.3* | 4.3*
68 | O=C1OC2Oc3ccccc3C(O)=C2C=C1c1ccc(F)cc1 (configuration not stated) | 107 | 128 | 92 | 124 | 112 | 112 | 106 | 122
73 | O=C(O)c1cc(O)c(O)c(OC(=O)c2cc(O)c(O)c(O)c2CNc2ccc(S(=O)(=O)O)cc2)c1 | 114 | 106 | 105 | 115 | 79 | 91 | . | 106
62 | Nc1cc(=O)[nH]c(=O)[nH]1 | 100 | 117 | 95 | 117 | 81 | 101 | 99 | 113
70 | COc1ccc(C(=O)c2oc3nc(-c4cnccn4)cc(-c4cccs4)c3c2N)cc1 | 105 | 135 | 98 | 105 | 85 | 100 | 105 | .
71 | Cc1nc([P+](c2ccccc2)(c2ccccc2)c2ccccc2)co1 | 99 | 86 | 97 | 112 | 100 | 102 | 112 | 91

Screening data: PubChem, NCI
